aDG glyco act: increases alpha dystroglycan glycosylation; Pro5-aDG cells, alpha-DG glycosylation AlphaScreen (IIH6); 0% Pro5, 100% B10-LARGE cell signal; activation, % at 10 µM; 360,000 tested, 0.22% active; AID 624168;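 active = activation of at least 8% versus controls, or a plate z-score of at least 8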;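 also: Pro5 are CHO cells carrying HIG-tagged alpha-DG that lacks glycosylation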
Peg3 promoter: Peg3 promoter activity inhibition; HeLa PEG-Prom luciferase reporter, luminescence, overnight; inhibition, % at 20 µM; 360,000 tested, 1.7% active;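 active = inhibition of at least 50% at 20 µM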
NR2E3 ag-1: activates human photoreceptor nuclear receptor NR2E3. Q9Y5X4. GST-NR2E3/biotin-RetCOR TR-FRET, 1536-well. inhibition of corepressor binding, % at 4.78 µM. 320,000 tested, 0.12% active. AID 2300;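 active = percent inhibition above the cutoff of mean plus 3 SD of all tested compounds, set per screening campaign, cut at about 20% in these data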;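 also: 0% = DMSO wells and 100% = biotin wells as full block of FRET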
Target sequence (Q9Y5X4 whole entry, looked up): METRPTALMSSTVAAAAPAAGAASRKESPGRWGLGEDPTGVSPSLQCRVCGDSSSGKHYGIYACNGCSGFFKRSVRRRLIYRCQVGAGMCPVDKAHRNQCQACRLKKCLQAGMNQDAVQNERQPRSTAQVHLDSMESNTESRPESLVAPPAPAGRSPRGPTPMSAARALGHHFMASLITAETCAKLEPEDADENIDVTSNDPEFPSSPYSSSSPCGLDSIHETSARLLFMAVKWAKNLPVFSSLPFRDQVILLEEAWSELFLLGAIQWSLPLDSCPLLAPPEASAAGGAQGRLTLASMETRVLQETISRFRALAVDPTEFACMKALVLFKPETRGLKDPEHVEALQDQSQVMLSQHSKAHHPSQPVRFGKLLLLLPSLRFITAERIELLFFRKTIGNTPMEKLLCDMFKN
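Material: NR2E3–RetCOR corepressor complex / Amount: 1.35 nM GST-NR2E3 / Medium: Tris pH 7.5 / Compound: single nominal compound dose of 4.8 µM / Incubation: 5 h at 4 °C / Technique: TR-FRET, Eu(K)-anti-GST donor, streptavidin-D2 acceptor, ex 340, em 617/671 nm / Read-out basis: percent loss of FRET ratio relative to control wells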
TWEAK-Fn14 inh: TWEAK-Fn14 signaling inhibition; TWEAK-stimulated Fn14 reporter cells, luciferase luminescence, 8 h; inhibition, % at 10 µM; 360,000 tested, 2% active; in the data active = inhibition above about 50%
Shn3 3UTR inh: inhibitors of Schnurri-3 3'UTR reporter in osteoblasts; Clone20 osteoblast Shn3 3'UTR firefly luciferase, 24 h; inhibition, % at 12.5 µM; 360,000 tested, 0.52% active;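 active = mean inhibition of at least 75% with every replicate also reaching 75%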;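 also: 0% = median of neutral control wells and 100% = pilot-screen positive control compound; some compounds past the cut are filed as inactive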
KKLEB cytotox: reduces viability of KKLEB cystic fibrosis airway cells | KKLEB CF airway cells viability, ATPlite luminescence, overnight; stronger effect = lower value; cells stimulated with P. aeruginosa culture filtrate | activity change (cytotoxicity), % at 5 µM | 360,000 tested, 0.36% active;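 active = corrected activity change at or below -50% at 5 µM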
hiPSC survival: hiPSC single-cell survival enhancement; ATPlite luminescence; 100% = ROCK inhibitor wells, 0% = DMSO; survival enhancement, % at 20 µM; 360,000 tested, 0.044% active; AID 602274; in the data active = survival enhancement above about 18%;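 also: cells exposed to compounds for 16 hours before the ATP read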
HIF-2a inh: HIF-2a inhibition; 786-0 RCC cells HIF-2a reporter, luciferase luminescence, overnight; inhibition, % at 18.8 µM; 360,000 tested, 0.72% active; AID 624352;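 active = inhibition of the luminescence signal of 40% or more relative to plate controls, in a single-dose primary screen at 18.75 µM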
MITF TRPM1 inh: reduces MITF-dependent TRPM1 promoter luciferase signal. 330,000 tested, 0.83% active. inhibition, % at 12.5 µM. SK-MEL-5 TRPM1 promoter luciferase, 24 h. AID 488899;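 active = mean inhibition across replicates of 60% or more, whatever share of single replicates reaches that level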; also: values of inactives mirror those of a sister screen read the other way
NR2E3 ag-2: activates human NR2E3 receptor | inhibition of corepressor binding, % at 3.98 µM | 360,000 tested, 0.35% active | CHO-S Gal4-NCOR/VP16-NR2E3 two-hybrid, luciferase | Q9Y5X4 | AID 602229;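 active = inhibition above the mean of all tested compounds plus 3 SD, cut at about 70% in these data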;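 also: 0% = DMSO with NR2E3 transfected cells and 100% = cells lacking NR2E3 construct; higher means lower luciferase signal from less NR2E3 corepressor binding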
CF NFkB inh: inhibitors of cystic fibrosis induced NF-kB. KKLEB NF-kB-GFP reporter, PAF-induced, GFP fluorescence overnight. inhibition, % at 5 µM. 360,000 tested, 0.86% active. AID 588850;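 active = at least 50% inhibition at 5 µM, scaled per plate between neutral and stimulator controls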;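 also: PAF is a Pseudomonas aeruginosa culture filtrate used as stimulus; plate controls were PAF-stimulated DMSO wells for no effect and unstimulated DMSO wells for full effect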
* = called active by the depositor; . = no result given; & = joins results of further samples.

Value order: aDG glyco act	Peg3 promoter	NR2E3 ag-1	TWEAK-Fn14 inh	Shn3 3UTR inh	KKLEB cytotox	hiPSC survival	HIF-2a inh	MITF TRPM1 inh	NR2E3 ag-2	CF NFkB inh
1. CCC(=O)Nc1ccc(S(=O)(=O)Nc2cc(C)on2)cc1
 : -0.1	-3	0	4	-12	-8	-0.4	4	3	-20	14
2. CC1=C(C(=O)OC(C)C)C2(O)C(=O)c3ccccc3C2(O)N1 (stereo not given)
 : 0.2	9	-5	12	-5	3	1.2	11	7	-12	-7
3. O=C(Nc1ncccc1O)c1ccc(S(=O)(=O)NCc2ccco2)cc1
 : -0.2	-3	.	-18	-47	-20	2.5	-30	.	-32	33
4. O=C(CSc1nc(-c2ccc(Cl)cc2)cs1)Nc1cccc([N+](=O)[O-])c1
 : 0.9	-95	2	46	-3	-5	-0.9	-134	-13	-18	13
5. Cc1ccc2oc(-c3ccccc3C(=O)O)cc(=O)c2c1
 : -0.2	1	1	4	-16	1	0.3	-1	-2	-11	5
6. CC(C)(O)CC[C@H](OC(=O)c1ccccc1)[C@](C)(O)[C@H]1CC[C@@]2(O)C3=CC(=O)[C@@H]4C[C@@H](O)[C@H](O)C[C@]4(C)C3CC[C@]12C (stereo not given in full)
 : 0.0	9	-1	21	-37	6	-0.5	16	-9	-16	-3
7. COCCNC(=O)c1cc(-c2ccccc2OC)on1
 : -0.1	-52	8	0	-15	-11	2.5	-153	-13	-64	19
8. Cc1cc(OCC(=O)N(C)Cc2ccccc2)ccc1Cl
 : 0.1	-185	-1	-15	-57	0	-0.2	-223	-56	-84	10
9. CCCCNC(=S)NNC(=O)c1c(Cl)c(C)nn1C
 : 0.2	-5	-1	-25	-4	7	1.0	5	7	-41	22
10. O=C(CC(c1ccccc1)C1CCCCC1=O)c1ccco1 (stereo not given)
 : 0.0	16	2	4	6	-4	-1.8	3	6	-19	-3
11. CCN(CC)c1ccc(/C=C(\C#N)C(=O)NCc2ccccc2)cc1
 : 0.0	1	2	-21	12	3	0.7	-4	2	-9	-19
12. Cn1cc(-c2csc(C(O)(c3ccccc3)C(F)(F)F)n2)cn1 (stereo not given)
 : -0.3	11	.	14	18	6	-2.0	19	.	14	5
13. COc1ccccc1C(=O)OCCNC(=O)Cn1cnc2c1c(=O)n(C)c(=O)n2C
 : 0.0	1	-5	0	22	0	-1.1	5	8	26	-10
14. CC1(C(=O)NS(=O)(=O)c2ccccc2C(F)(F)F)CCN1C(=O)c1cccc(F)c1 (stereo not given)
 : -0.1	-6	.	-3	11	9	1.1	10	.	-12	0
15. COc1ccccc1NC(=S)N(Cc1ccccn1)Cc1ccccc1Cl
 : 1.3	13	1	26	-8	12	-0.3	12	4	-18	1
16. COc1ccc(/C=C2\SC(=S)N(CCCC(=O)Nc3cc(C)on3)C2=O)cc1OC
 : 0.1	14	3	25	18	-3	1.9	17	2	2	-12
17. CCOC(=O)NC(=O)C(=CNNc1ncc(C(F)(F)F)cc1Cl)C(=O)NC(=O)OCC
 : -0.2	27	-2	-5	5	8	1.6	18	-7	-3	-2
18. O=c1c2ccccc2cnn1Cc1n[nH]c(=S)n1-c1ccc(Cl)cc1
 : 0.0	-3	2	-6	-21	3	2.8	18	4	-28	-8
19. O=c1c2ccccc2sn1-c1nccs1
 : 0.2	18	.	16	19	-9	-0.9	-8	6	24	-8
20. Cc1cccc(N2CC(C(=O)Nc3ccc4c(c3)OCCO4)CC2=O)c1C (stereo not given)
 : 0.0	39	8	63*	-8	9	0.3	27	5	-22	-8
21. CCOc1cc(-c2noc(-c3ccncc3)n2)cc(Br)c1OC
 : 0.5	-19	-3	-8	7	8	0.1	-12	-28	-20	8
22. CC1(C(=O)NS(=O)(=O)c2ccccc2Cl)CCN1C(=O)COc1ccc(Cl)cc1 (stereo not given)
 : -0.1	1	.	12	7	7	-1.5	5	.	-23	20
23. O=C(Nc1ccc(F)c(Cl)c1)C1CCN(S(=O)(=O)c2cccnc2)CC1
 : -0.1	23	1	-63	19	3	-1.3	14	1	-3	-19
24. O=C(Nc1ccc2[nH]c(=O)[nH]c2c1)c1c(F)c(F)c(F)c(F)c1F
 : 0.0	8	6	0	7	-3	-0.4	17	-7	-16	4
25. COc1ccc(OC2CCN(S(=O)(=O)c3ccc(OC)cc3)CC2)cc1
 : 0.1	12	4	-7	26	-9	-0.5	11	13	-4	16
26. COc1ccc(NC(C)=O)cc1NC(=O)CSc1nnc(-c2ccncc2)n1C
 : -0.3	13	3	-1	-16	10	1.8	-5	-2	1	-7
27. O=C(N1CCCCC1)C12CC3CC(CC(C3)C1)C2
 : -0.1	23	2	3	9	-2	4.0	19	3	-6	-2
28. O=C(Nc1ncc([N+](=O)[O-])s1)c1cccs1
 : -0.1&0.0	-136&-147	7&1	47&-39	-84&-48	-22&0	-2.7&-0.3	-177&-185	-15&-25	-56&-102	48&31
29. Cn1nnnc1SCC(=O)N1CCc2ccccc2C1
 : 0.3	-32	0	-19	-10	5	0.5	-39	-6	13	-24
30. COc1ccc(CC(=O)Nc2cc(S(=O)(=O)N3CCOCC3)ccc2N2CCCC2)cc1OC
 : -0.1	3	.	-7	10	8	0.4	19	5	-15	-16
31. O=C(O)C1=CC[C@@H](c2ccc(Cl)cc2)N(S(=O)(=O)c2ccc(Cl)cc2)[C@H]1c1ccccc1
 : 0.1	10	1	2	-3	13	1.4	16	2	26	13
32. Cc1nnc(SCc2ccc(Cl)cc2Cl)[nH]c1=O
 : 0.1	-10	2	6	-9	-9	-1.3	-75	-4	-39	8
33. CN(CC(=O)Nc1ccccc1Cl)C(=O)CSc1nnc(-c2ccco2)n1C
 : -0.1	10	-1	12	-17	18	1.0	-1	-1	1	-12
34. CCOc1ccc(-c2c(C(=O)N/N=C(\C)c3cccnc3)nnn2-c2nonc2N)cc1
 : -0.4	10	-1	-3	6	-7	-0.3	9	-1	28	-21
35. COCCN(CC1CCCN(C2Cc3ccccc3C2)C1)C(=O)CCC(F)(F)F (stereo not given)
 : -0.2	-4	0	12	1	-10	1.1	-6	4	-11	-8
36. Cc1ccc(-c2cc(C(=O)NCc3cccnc3)no2)cc1
 : 0.6	-200	2	-8	-26	12	-2.3	-218	-74	-34	-29
37. Cc1cc(NC(=O)COC(=O)c2cc(S(=O)(=O)N3CCOCC3)ccc2N2CCCCC2)no1
 : -0.1	13	1	-22	4	5	3.4	-6	-2	-14	-19
38. CC(C)[C@H](N)c1cn([C@@H](CO)C(=O)N2CCNCC2)nn1
 : -0.1	9	4	10	-10	-3	-0.9	-1	4	17	-18
39. CCOC(=O)c1ccc(NC(=O)c2nc[nH]c2C(=O)NC[C@@H](C)O)cc1
 : -0.1	-30	.	-9	-6	5	6.1	-24	.	-13	-8
40. O=c1cc(CO)oc(C(Nc2ccccn2)c2ccc(C(F)(F)F)cc2)c1O (stereo not given)
 : -0.1	-1	1	4	-17	-7	-3.1	0	4	-17	9
41. COc1ccc(N2C(=O)CC(Sc3nnnn3-c3ccc(F)cc3)C2=O)cc1 (stereo not given)
 : -0.7	114*	3	-12	73	-2	0.6	0	22	15	27
42. CC(=O)Nc1cccc(C(=O)OCC(=O)N(c2ccccc2)C2CCS(=O)(=O)C2)c1 (stereo not given)
 : -0.2	25	.	8	10	-9	-0.5	15	7	-2	6
43. COc1cccc(C(=O)Nc2ccc(-c3nnc(-c4ccco4)o3)cc2)c1
 : -0.2	-100	1	23	-33	-11	-1.1	-62	-16	-24	-4
44. Cc1cc(OCC(=O)OCC(=O)NC2CCCC2)ccc1Cl
 : 0.0	6	0	8	7	6	-1.6	6	.	-12	5
45. CCC(C)N(C(=O)CSc1nnc(COc2ccccc2F)n1N)C1CCS(=O)(=O)C1 (stereo not given)
 : -0.1	-4	-1	9	0	14	0.0	11	-5	10	17
46. OC1CCCN(c2ncnc3c2nnn3Cc2c(F)cccc2Cl)C1 (stereo not given)
 : 0.1	-3	0	-3	7	0	-0.7	0	-2	6	-9
47. COCCCNC(=O)CN(C1CCCCC1)S(=O)(=O)c1ccc(C)cc1
 : 0.0	19	-2	11	9	-1	1.9	6	-8	-5	-8
48. O=C1NC(=O)C2(CCCCC2)N1
 : 0.2	-1	.	22	3	2	1.8	12	-5	-4	-7
49. CCOC(=O)C1CCN(Cc2cc(=O)n3c(-c4ccccc4)csc3n2)CC1
 : 3.6	4	-3	-1	4	-1	-0.8	5	11	-34	-6
50. O=C(c1ccncc1)N1CCCC(N2CCN(c3ccc(F)cc3)CC2)C1 (stereo not given)
 : 0.0	-5	-1	27	-6	7	0.0	11	2	4	-9

New compounds follow
Value order: aDG glyco act	Peg3 promoter	NR2E3 ag-1	TWEAK-Fn14 inh	Shn3 3UTR inh	KKLEB cytotox	hiPSC survival	HIF-2a inh	MITF TRPM1 inh	NR2E3 ag-2	CF NFkB inh
51. COc1cc(/C=C/C(=O)OCC(=O)N2CCN(S(=O)(=O)c3ccc(C)cc3C)CC2)ccc1O
 : 0.0	9	-1	-7	19	-8	0.5	20	5	4	15
52. Cc1oc(-c2ccccc2)nc1C(=O)O
 : 1.0	1	-3	-1	-11	-1	-0.5	10	-2	8	7
53. C#CCOCCOCCOCCNc1nc(N2CCN(C(=O)[C@H](CCC(=O)O)n3cc(CN)nn3)CC2)nc(N2CCN(C(=O)[C@H](CCCCN)n3cc([C@@H](N)CC(N)=O)nn3)CC2)n1
 : -0.2	8	.	3	-1	-7	1.4	0	0	-22	6
54. O=c1c2ccccc2nc(-c2ccccc2)n1Cc1ccccc1
 : 0.0	-114	1	-14	-24	-7	-0.4	-162	-8	-42	8
55. CCn1cc(Br)c(C(=O)Nc2ccc(OC)cc2)n1
 : 0.1	-151	3	3	-39	0	0.3	-246	-38	-49	-10
56. CCC(=O)Nc1ccc(-c2ccc(NC(=O)CC)c(OC)c2)cc1OC
 : -0.3	-18	-6	6	-9	-3	2.6	-4	-5	13	5
57. O=S(=O)(NC1CCCCC1NCc1ccco1)c1ccccc1 (stereo not given)
 : 0.0	16	-1	19	15	-12	1.2	0	6	-8	10
58. CC(C)[C@H](NS(=O)(=O)c1ccccc1)C(=O)OCc1cc([N+](=O)[O-])cc2c1OCOC2
 : -0.1	7	.	3	8	-18	3.3	-5	-3	-3	9
59. CC(Oc1ccc2ccc(=O)oc2c1)C(=O)N1CCOCC1 (stereo not given)
 : -0.3	5	2	1	6	-13	0.4	14	-4	4	8
60. CCC(=O)NC(c1ccccc1OC)c1ccc2cccnc2c1O (stereo not given)
 : -0.6	47	2	16	89*	-2	-2.7	13	66*	-18	-9
61. CC(C)OC(=O)c1ccc(NCc2cc(O)ccc2O)cc1Cl
 : -0.3	64*	.	102*	96*	-51*	-4.6	23	5	-9	86*
62. CCOc1ccc(-c2cc(C(=O)NCc3ccc(F)cc3)[nH]n2)c(C)c1
 : 0.1	-22	.	10	4	4	2.5	-4	.	3	6
63. CCc1nnc(NS(=O)(=O)c2ccc(N/C=C\C(=O)c3cccc4ccccc34)cc2)s1
 : 0.0	13	3	24	-17	-5	0.4	15	-15	-41	14

Compound activity deposited in PubChem by several laboratories.
